Compound activity as filed in PubChem.
FLuc inh = blocks Photinus pyralis firefly luciferase activity; P08659; purified firefly luciferase, luminescence, 8 min; Potency, µM (top dose mostly 57.1 µM), for inactives: at the top dose activity change, negative = inhibition, actives largely listed as inhibitors; actives 2.2% (n = 72,000); AID 411; note: potency is the fitted concentration of half-maximal effect; % is set by controls: 0 for no effect and ±100 for the full control effect; nearly all actives have a fitted effect of over 40% in size
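qHTS concentration-response profiling: light output of P. pyralis luciferase with luciferin and 10 uM ATP, imidazole buffer pH 7.2. Read by luminescence after 8-min room-temperature incubation.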
HEK293 cAMP cs = parental HEK293 cAMP activation (counter-screen) | actives 2.5% (n = 73,000) | Potency, µM (top dose mostly 57.1 µM), for the others: at the top dose activation, actives largely listed as activators | parental HEK293 CNG cAMP sensor, membrane potential fluorescence; note: potency is the fitted concentration of half-maximal effect; % of control where 0% means no effect; nearly all actives have a fitted effect of over 55% in size
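Counterscreen for endogenous-receptor signalling: CNG-channel HEK 293 cells report cAMP rise by membrane depolarization. After 60 min dye equilibration with 100 uM RO 20-1724, compounds incubated 30 min before bottom-read fluorescence at 590 nm.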
USP2a inh = USP2a (human) protease inhibition; actives 0.1% (n = 60,000); AID 927; USP2a enzymatic assay, qHTS inhibition; Potency, µM (series often up to 38.3 µM), inactives show at the top dose activity change, negative = inhibition, usual class: inhibitors; O75604;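 note: potency is the fitted concentration of half-maximal effect; nearly all actives have a fitted effect of over 60% in size; plate controls were DMSO for no effect and NEM full inhibition control for full effect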
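Inhibition is measured in a cell-free coupled assay with 20 nM USP2 core, 20 nM Ub-PLA2 and 20 uM NBD C6-HPC, 2.5 h incubation. Activity normalized to NEM control.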
TexasRed autofl = compound fluoresces in the Texas Red spectral region; AID 587; Compound fluorescence, Texas Red channel, 547/618 nm; stronger effect = higher value; max dye-equivalent concentration, M; actives 0.06% (n = 59,000); in the data active = max dye-equivalent concentration above about 10 nM; inconclusive = between about 1.1 nM and that limit
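Dye-equivalent concentrations come from scaling compound signal (ex 547, em 618 nm) to six Texas Red standard concentrations run on every plate, after 15 min room-temperature incubation in pH 8.0 Tris (100 mM).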
ERK AVP block = inhibitors of vasopressin-stimulated ERK signaling pathway. HEK293-V1b, vasopressin-stimulated pERK AlphaScreen. Potency, µM (top dose mostly 57.5 µM), inactives show top-dose activity, negative = inhibition, actives largely listed as inhibitors. actives 0.99% (n = 72,000); note: potency is the fitted concentration of half-maximal effect; % is set by controls: 0 for no effect and ±100 for the full control effect; nearly all actives have a fitted effect of over 55% in size
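Phosphorylated ERK1/2 detected via AlphaScreen bead proximity in lysates of V1b-expressing HEK293 cells given 25 nM vasopressin for 5 min after 30 min compound exposure (37 °C). AC50 from Hill equation; basal DMSO 0%, vasopressin 100%.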
Fluorescein autfl = compound autofluorescence in fluorescein spectral region; AID 593; actives 0.91% (n = 59,000); max fluorescein-equivalent concentration, M; Compound autofluorescence, 480/540 nm, fluorescein-equivalent; stronger effect = higher value; in the data active = max fluorescein-equivalent concentration above about 10 nM; inconclusive = between about 1.1 nM and that limit
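Each compound is tested across a concentration series in 100 mM Tris buffer at pH 8.0. After 15 min at room temperature, plates are imaged with 480 nm excitation and 540 nm emission filters, and intensities are converted to fluorescein-equivalent values.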
Rhodamine autofl = rhodamine region autofluorescence; Rhodamine-region fluorescence, 547/598 nm, Tris buffer; stronger effect = higher value; max dye-equivalent concentration, M; actives 0.05% (n = 59,000); AID 594; in the data active = max dye-equivalent concentration above about 11 nM; inconclusive = between about 1.1 nM and that limit
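Intrinsic compound fluorescence, ex 547 / em 598 nm, CCD imager. Tris 100 mM pH 8.0; 15 min RT. Output = rhodamine dye-equivalent concentration at each compound concentration.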
Caspase-1 inhib = caspase-1 (human) inhibition, allosteric or competitive | Potency, µM (highest dose often 57.5 µM), without a hit: top-dose activity change, negative = inhibition, actives largely listed as inhibitors | actives 0.03% (n = 75,000) | P29466 | Caspase-1 enzyme, Ac-WEHD-AFC fluorogenic rate;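 note: potency is the fitted concentration of half-maximal effect; plate controls were vehicle for no effect and no substrate for full effect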
Target sequence (P29466 120-297 limits assumed): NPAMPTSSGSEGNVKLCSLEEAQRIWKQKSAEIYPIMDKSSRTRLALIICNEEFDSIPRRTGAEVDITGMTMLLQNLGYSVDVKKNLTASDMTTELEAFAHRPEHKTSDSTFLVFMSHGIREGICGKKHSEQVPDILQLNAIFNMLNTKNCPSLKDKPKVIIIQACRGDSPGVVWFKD
Target sequence (P29466 317-404 limits assumed): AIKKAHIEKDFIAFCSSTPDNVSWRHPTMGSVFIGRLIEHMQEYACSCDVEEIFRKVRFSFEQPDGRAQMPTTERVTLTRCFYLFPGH
Tau fil binding = tau filament binding; actives 2% (n = 71,000); Potency, µM (highest dose often 57.1 µM), for inactives: top-dose activity change, negative = inhibition; recombinant tau filaments, thioflavin S fluorescence, 15 h; filaments grown with octadecylsulfate alongside compound; P10636;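 note: potency is the fitted concentration of half-maximal effect; % is set by controls: 0 for no effect and ±100 for the full control effect; actives lower thioflavin S fluorescence by blocking filaments or displacing dye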
Target sequence (P10636 whole entry, looked up): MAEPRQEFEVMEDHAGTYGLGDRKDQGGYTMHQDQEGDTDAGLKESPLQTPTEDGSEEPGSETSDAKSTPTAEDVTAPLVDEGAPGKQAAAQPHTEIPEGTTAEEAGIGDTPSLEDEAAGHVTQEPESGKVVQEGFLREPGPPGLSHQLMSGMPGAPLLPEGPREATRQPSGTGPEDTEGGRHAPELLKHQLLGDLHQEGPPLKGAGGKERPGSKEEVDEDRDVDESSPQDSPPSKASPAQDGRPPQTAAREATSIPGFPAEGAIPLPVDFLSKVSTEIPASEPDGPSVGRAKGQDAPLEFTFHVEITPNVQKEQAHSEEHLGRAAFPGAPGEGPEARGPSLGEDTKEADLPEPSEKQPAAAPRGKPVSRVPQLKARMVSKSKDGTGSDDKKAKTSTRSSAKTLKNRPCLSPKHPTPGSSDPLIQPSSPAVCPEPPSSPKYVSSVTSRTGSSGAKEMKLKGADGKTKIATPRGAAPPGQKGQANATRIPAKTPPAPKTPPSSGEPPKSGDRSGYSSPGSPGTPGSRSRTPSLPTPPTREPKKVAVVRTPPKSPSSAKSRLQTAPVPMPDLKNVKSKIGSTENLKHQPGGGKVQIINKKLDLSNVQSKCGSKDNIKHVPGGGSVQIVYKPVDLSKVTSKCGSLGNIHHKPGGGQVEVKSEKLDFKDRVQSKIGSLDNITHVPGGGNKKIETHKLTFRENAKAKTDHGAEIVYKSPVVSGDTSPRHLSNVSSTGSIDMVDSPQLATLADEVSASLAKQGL
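His-tagged recombinant human tau (exons 2, 3 and 10 included), 1 uM, was induced to fibrillize by 30 uM sodium octadecylsulfate with compound present. After 15 h at 37 C, thioflavine S fluorescence (ex 450, em 510 nm) was read.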
HADH2 inh = inhibitors of human HADH2 dehydrogenase. Potency, µM (series often up to 57.1 µM), for inactives: top-dose activity change, negative = inhibition, most hits filed as inhibitors. AID 886. actives 3.4% (n = 73,000). Q99714. recombinant HADH2, NADH fluorescence, beta-hydroxybutyryl-CoA; note: potency is the fitted concentration of half-maximal effect; % is set by controls: 0 for no effect and ±100 for the full control effect; nearly all actives have a fitted effect of over 60% in size; many of its hits are not listed in these tables
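His-tagged recombinant enzyme from E. coli, 20 nM, preincubated 15 min RT with compound; reaction started with 1 mM NAD+ and 90 uM beta-hydroxybutyryl-CoA in 100 mM Tris-HCl pH 9.0. NADH fluorescence (ex 360/em 450) read over 4 min; last-minus-first difference.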
Caspase-7 inhib = caspase-7 (human) inhibition, allosteric or competitive; P55210; recombinant caspase-7, Ac-DEVD-AFC fluorescence rate; Potency, µM (top dose mostly 57.5 µM), for the others: at the highest dose activity change, negative = inhibition, most hits filed as inhibitors; actives 0.02% (n = 75,000); active = well fitted inhibition curve with a large enough effect in the main read-out, with a control signal flat, not every such curve was filed as active; inconclusive = small, poorly fitted or top-dose-only effect, or a change in a side signal; note: potency is the fitted concentration of half-maximal effect; % of control where 0% means no effect
Starred values were filed as active, the others as inactive; i = inactive; ? = inconclusive; . = no result given; & = joins results of further samples; [ ] = remark or other dose. Unless noted, calls come from the whole dose curve; as a rule, active = well fitted curve in the direction sought with a large enough effect; inconclusive = small, poorly fitted or top-dose-only effect, or another doubt; inactive = no such curve, though single readings can be large; an effect the other way counts as inactive or inconclusive.

mol,FLuc inh,HEK293 cAMP cs,USP2a inh,TexasRed autofl,ERK AVP block,Fluorescein autfl,Rhodamine autofl,Caspase-1 inhib,Tau fil binding,HADH2 inh,Caspase-7 inhib
CCOC(=O)C1CCCN(C(=O)c2ccccc2SCCOC)C1 (configuration not stated),-2%,13%,3%,?,2%,i,i,-1%,0%,13µM*,0%
Nc1nnn(Cc2ccccc2)n1,6%,9%,-6%,i,16%,?,i,0%,5%,1%,8%
COc1cccc(NC(=O)C(C#N)Cc2ccncc2)c1 (configuration not stated),0%,7%,-6%,i,?,i,i,0%,6%,4%,2%
CCOc1ccc(NC(=O)N2CCC(NC(=O)c3ccco3)CC2)cc1,3%,-10%,-4%,i,0%,i,i,-1%,2%,-3%,2%
O=C(c1cccnc1)N1CCN(CCCc2ccccc2)CC1,1%,25%,2%,?,2%,?,i,1%,2%,4%,1%
Cc1nc(NC(=O)CSc2nnc(C)n2CC2CCCO2)sc1C (configuration not stated),4%,8%,0%,i,2%,i,i,0%,-9%,0%,1%
Cc1ccc(SC(C)c2nc(-c3ccccc3)no2)cc1 (configuration not stated),1%,?,1%,i,94%[activator],i,i,-3%,8%,-14%,-3%
O=C(c1cc(-c2cccs2)on1)N1CCCCC1,16µM*,15%,2%,i,10%,i,i,-2%,-8%,-4%,-2%
CCCCCn1c(CNC(=O)CCC)nc2ccccc21,3%,18%,.,.,.,.,.,-4%,8%,-19%,1%
O=S(=O)(Nc1ccc(O)cc1)c1cccc2cccnc12,0%,4%,.,.,.,.,.,-3%,-22%,-13%,1%
CC1(C)Cc2c(sc3c2c(=N)n(Cc2ccco2)c(=O)n3Cc2ccc(F)cc2)CO1,-1%,?,28%,i,-17%,?,i,-2%,5%,10%,-2%
COC(=O)c1cc(NC(=O)CN2CCC(C(N)=O)(N3CCCCC3)CC2)cc(C(=O)OC)c1,1%,5%,13%,?,-24%,?,i,-1%,6%,4%,0%
CCOc1cc(S(=O)(=O)n2c(C)nc3ccccc32)ccc1F,3%,?,-1%,i,-22%,i,i,2%,-6%,9%,3%
COc1cc(NCC[C@@H]2CCCCN2)c2ncccc2c1,-1%[11.4 µM],-3%[11.4 µM],.,i,2%[11.5 µM],?,i,-4%[11.5 µM],-19%[11.4 µM],-2%[11.4 µM],1%[11.5 µM]
O=C(CSc1nc2ccccc2o1)Nc1nc2ccccc2s1,1%,?,26%,?,-16%,?,i,1%,75%,-3%,0%
COc1cc(Cl)c(CC(=O)c2c[nH]c3ccccc23)cc1OC,2%[11.4 µM],10%[11.4 µM],.,?,7%[11.5 µM],i,i,0%[11.5 µM],17%[11.4 µM],9%[11.4 µM],-1%[11.5 µM]
O=C(Oc1cccc(-n2cnnn2)c1)C1CCCCC1,-2%,-5%,?,i,-9%,i,i,-1%,-6%,-7%,-1%
CC1CCN(C(=O)CSc2nncn2-c2ccccn2)CC1,-5%,0%,2%,i,-1%,i,i,1%,-12%,?,-3%
CCOc1cc(C#N)c(NC(=O)c2ccco2)cc1OCC,0%,14%,3%,i,?,i,i,1%,12%,-27%,2%
Cc1ccc(C2C(C(=O)c3sc(-c4ccccc4)nc3C)=C(O)C(=O)N2CCN(C)C)o1 (configuration not stated),2%,0%,-2%,i,-6%,i,i,-3%,-16%,-4%,-2%
Cc1ccc(S(=O)(=O)N(C)Cc2cc3ccccc3[nH]c2=O)cc1,2%,15%,-1%,i,3%,i,i,-3%,-3%,?,-1%
CCCN1CCC(NC(=O)Nc2ccc(F)cc2F)CC1,1%,1%,2%,i,2%,?,i,-2%,4%,-22%,1%
Cc1ccc(C2CC(C(F)(F)F)n3nc(C(=O)NCc4c(C)nn(C)c4C)c(Cl)c3N2)cc1 (configuration not stated),0%,12%,25%,i,16%,i,i,1%,-3%,-3%,1%
Cc1cc2nc(-c3ccc(SCC(=O)N4CCOCC4)nc3)[nH]c2cc1C,2.5µM*,0%,37%[activator],i,-20%,?,i,-2%,19%,?,0%
Clc1ccc2c(c1)N(CCCN1CCCC13CCCCC3)c1ccccc1S2,5%[11.4 µM],-3%[11.4 µM],.,i,5%[11.5 µM],i,i,0%[11.5 µM],-4%[11.4 µM],8%[11.4 µM],-3%[11.5 µM]
Oc1c(CN2CCOCC2)cc(-c2ccccc2)cc1CN1CCOCC1,2%,11%,12%,i,10%,i,i,1%,0%,6%,1%
Cc1ccc(S(=O)(=O)N2CCN(S(=O)(=O)c3ccc(C)cc3)C3OCCOC32)cc1 (configuration not stated),2%,-2%,-2%,.,0%,.,.,1%,97%,-5%,-2%
CC(C)(C)n1ncc2c(=O)n(CC(=O)N3CCCCCC3)cnc21,0%,8%,-6%,i,2%,i,i,0%,10%,2%,1%
O=c1c(CCc2ccccc2)nc2cnc(N3CCNCC3)nc2n1CCc1ccccc1,0%[11.4 µM],9%,86%[activator],i,?,i,i,?,32%,10%,1%
CCNC(=O)N1C(CC(=O)OCC)C(=O)NC2CCCCC21 (configuration not stated),2%,-2%,-3%,i,-3%,i,i,0%,0%,4%,-5%

Continued:
mol,FLuc inh,HEK293 cAMP cs,USP2a inh,TexasRed autofl,ERK AVP block,Fluorescein autfl,Rhodamine autofl,Caspase-1 inhib,Tau fil binding,HADH2 inh,Caspase-7 inhib
N#Cc1c(NC(=O)CSc2nc(N)cc(=O)[nH]2)sc2c1CCCCCC2,-1%,15%,52%[activator],i,?,?,i,-2%,358%,-11%,-1%
Cc1ccc(NC(=O)CN(C)S(=O)(=O)c2cccc3cccnc23)cc1,-11%,0%,.,.,-1%,.,.,-1%,-14%,-6%,-1%
CCOC(=O)C1C(=O)OC2(CCOC(C)(C)C2)C1C(=O)OCC (configuration not stated),-5%,10%,4%,.,1%,.,.,-2%,9%,4%,-3%
O=C(Cn1nc(C(F)(F)F)c2c1CCC2)NC1CCCCC1,-1%,?,-3%,i,-8%,i,i,-3%,-6%,7%,-2%
CCOc1ccc(S(=O)(=O)Nc2cc(OC)ccc2OC)cc1,1%,?,3%,i,-21%,i,i,-1%,-3%,-3%,0%
O=c1[nH]c(-c2ccc(Cl)cc2)nc2c1cnn2-c1ccccc1,1%,-4%,-13%,i,-14%,?,i,0%,6%,-9%,0%
O=C(O)[C@@H](O)[C@@H](O)[C@@H](O)[C@@H](O)c1nc2ccccc2s1,-7%[11.4 µM],5%[11.4 µM],.,i,9%[11.5 µM],i,i,1%[11.5 µM],-3%[11.4 µM],?,2%[11.5 µM]
CSc1ccc(S(=O)(=O)N2CCN(Cc3ccc4c(c3)OCO4)CC2)cc1,2%,7%,.,.,.,.,.,-4%,40%,-12%,-2%
CC(=O)N1CCC2(CCCN(c3ccccc3)C2)CC1,1%[11.4 µM],8%,23%,i,4%,?,i,-4%,4%,0%,-2%
CN(C)C(=O)c1ccc(-c2ccc3ncnc(N4CCNCC4)c3c2)cc1,1%[2.29 µM],5%,83%[activator],i,-8%,?,i,-3%,10%,?,-4%
CCOc1ccccc1CN1C(=O)NC(C)(c2ccccc2)C1=O (configuration not stated),2%,23%,15%,i,-3%,i,i,1%,6%,1%,2%
CS(=O)(=O)N1CCC(C(=O)NCc2ccc(F)cc2Cl)CC1,0%,6%,7%,i,-3%,i,i,-2%,15%,8%,-2%
COC(=O)c1sc2nc(-c3ccco3)ccc2c1N,-27%,1%,-2%,?,-13%,i,i,3%,5%,?,0%
O=C(Nc1ccc2c(c1)CCC2)C1CCN(c2ncccn2)CC1,-19%,28%,-7%,i,7%,?,i,-1%,0%,12%,-1%
CC1CN2C(CCC(C)C2c2ccc(Br)cc2)C(=O)O1 (configuration not stated),.,5%&11%&-4%[11.4 µM],.,.,5%&-2%&-12%[11.5 µM],.,.,1%&-1%&2%[11.5 µM],.,9%&13%&-10%[11.4 µM],1%&0%&2%[11.5 µM]
COC(=O)NC(CC(C)=O)c1ccccc1 (configuration not stated),.,2%[11.4 µM],.,.,18%[11.5 µM],.,.,1%[11.5 µM],.,3%[11.4 µM],0%[11.5 µM]
O=C(NCc1ccccn1)c1ccc(CS(=O)(=O)Cc2ccc(Cl)cc2)o1,0%,-4%,11%,?,18%,i,i,4%,2%,-2%,0%
CCOC(=O)C1CCCN(C(=O)c2ccco2)C1 (configuration not stated),0%,2%[11.4 µM],-3%[7.66 µM],.,-12%,.,.,-2%,382%[11.4 µM],8%[11.4 µM],1%
CCc1ccc(-c2nc(CN3CCC(C(=O)NCc4ccc(F)cc4)CC3)c(C)o2)cc1,0%,6%,15%,?,2%,i,i,2%,1%,4%,1%
c1ccc2sc(N3CCN(Cc4ccc5c(c4)OCO5)CC3)nc2c1,0%,23%,.,.,5%,.,.,-15%,?,10%,-2%
COc1cccc(CNC(=O)C2CCN(S(=O)(=O)N3CCCC3)CC2)c1,0%,11%,-1%,?,6%,i,i,-1%,4%,8%,1%
COC(=O)CNc1n[nH]c(=S)[nH]c1=O,1%,7%,.,i,-1%,i,i,-1%,-2%,-27%,3%

This is a subset; the hit share may differ from the screen's.
